Screening results (PubChem BioAssay)
MgcRacGAP inhibition = MgcRacGAP GTPase-activating activity inhibitors, confirmation, biochemical, ADP Hunter fluorescence | MgcRacGAP-stimulated Rac1 GTP hydrolysis, ADP Hunter fluorescence; higher % means a stronger effect; GST-tagged Rac1 F28L mutant substrate | inhibition, % at 30 µM; hits with a dose series show IC50 in µM | hit rate 0.6% among 340,000 | AID 624330;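 active = first-screen hits whose inhibition reached a set limit at any dose in the follow-up dose series; inconclusive = inhibition above the set first-screen limit but never retested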;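 note: fluorescence reports GDP produced by GAP-driven GTP hydrolysis; strong numbers were not always called active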
NTR1 agonist = NTR1-driven beta-arrestin-GFP spot formation – imaging, U2OS cells, high content, primary screen (AID 493036) | P30989 | hit rate 0.17% among 330,000 | agonist mode | activation, % at 20 µM;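 active = activation at or above 40% of the spot to cytoplasm intensity ratio, with at least 20 cells analyzed; inconclusive = wells under 20 cells, flagged as cytotoxic or low count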;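 note: 0% = DMSO without peptide and 100% = 100 nM NTR1 peptide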
Target sequence (P30989 whole entry, looked up): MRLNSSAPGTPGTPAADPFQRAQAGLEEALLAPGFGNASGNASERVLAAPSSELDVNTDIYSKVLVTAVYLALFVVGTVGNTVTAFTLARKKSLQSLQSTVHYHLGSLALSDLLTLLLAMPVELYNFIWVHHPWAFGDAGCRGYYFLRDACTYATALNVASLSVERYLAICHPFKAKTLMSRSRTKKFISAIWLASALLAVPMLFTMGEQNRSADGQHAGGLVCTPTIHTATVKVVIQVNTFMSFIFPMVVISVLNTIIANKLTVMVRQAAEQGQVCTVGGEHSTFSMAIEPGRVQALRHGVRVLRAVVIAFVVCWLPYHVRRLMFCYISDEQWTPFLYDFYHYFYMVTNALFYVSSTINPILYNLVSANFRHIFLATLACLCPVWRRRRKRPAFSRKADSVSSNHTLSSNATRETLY
GPR55 antagonists = GPR55 antagonists blocking LPI-driven arrestin recruitment, primary screen, imaging, U2OS, beta-arrestin-GFP, LPI agonist (AID 2013); U2OS GPR55 beta-arrestin-GFP translocation imaging, LPI antagonism; higher % means a stronger effect; inhibition, % at 10 µM, or IC50 in µM where a hit was titrated; hit rate 0.13% among 290,000;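 active = spots per cell inhibited over 60%, with over 100 cells counted and total cytoplasm intensity under 500,000; inconclusive = wells with under 100 cells, flagged as likely toxic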;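 note: U2OS cells stably carrying GPR55 and arrestin-GFP stimulated by 5 µM LPI near EC80; imaged beta-arrestin-GFP aggregate spots per cell after agonist stimulation; plate controls were LPI-stimulated DMSO wells for no effect and DMSO wells without LPI for full effect; some results filed as inactive read as strong as hits; confirmed hits need IC50 under 10 µM and bright autofluorescent wells are also inconclusive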
HIV peptide binding = inhibitors of HIV fusion peptide binding, primary screen, biochemical, uHTS, fluorescence dequenching (AID 1986). cell-free peptide binding, fluorescence dequenching, 30 min; higher % means a stronger effect. hit rate 0.3% among 290,000. inhibition, % at 20 µM; hits with a dose series show IC50 in µM; in the data active = inhibition mostly above about 52%, no sharp cut-off; inactive = mostly below about 76%; note: some results filed as inactive read as strong as hits
Myeloid diff MLP = compounds promoting myeloid differentiation; calls only at 10 µM; hit rate 1% among 360,000; ER-HoxA9 myeloid progenitors, lysozyme-GFP differentiation, flow cytometry;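 active = normalized GFP-positive differentiation at or above the plate's own cutoff, the solvent-only control mean plus 3 SD; inconclusive = no clear call, values can overlap the other calls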;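 note: cells exposed to compound for four days before flow analysis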
GPR35 arrestin U2OS = GPR35 antagonists blocking zaprinast-driven arrestin recruitment, primary screen, imaging, U2OS, beta-arrestin-GFP, zaprinast agonist (AID 2058); hit rate 0.052% among 290,000; one-dose inhibition, % at 10 µM; IC50 in µM for titrated hits; U2OS GPR35 beta-arrestin-GFP translocation imaging, zaprinast antagonism; higher % means a stronger effect;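 active = inhibition of at least 50% with at least 30 cells and total cytoplasm GFP at most 10,000,000; inconclusive = under 30 cells or total GFP of 10,000,000 plus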
PhoP inhibition = PhoP-dependent GFP reporter repression – Salmonella Typhimurium, primary screen (AID 1863); hit rate 0.16% among 300,000; inhibition, % at 50 µM; hits with a dose series show IC50 in µM; S. Typhimurium PhoP-regulated promoter GFP reporter, 4 h; higher % means a stronger effect;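 active = inhibition over 29.93%, a cutoff 3 SD above the screen mean, later confirmed by dose response; inconclusive = inhibition over 29.93% but no dose response follow-up; inactive = inhibition at most 29.93% or unconfirmed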;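 note: 0% = low Mg2+ inducing control and 100% = high Mg2+ repressing control; strong numbers were not always called active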
SIAH1 antagonists = blockers of Siah-1 interaction with plectin peptide – biochemical, fluorescence polarization, rhodamine-plectin, uHTS, primary screen (AID 1817); displacement, % at 20 µM, or IC50 in µM where a hit was titrated; Siah-1 / rhodamine-plectin peptide fluorescence polarization; higher % means a stronger effect; hit rate 0.02% among 290,000;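 active = displacement of at least 50% at 20 µM, with a fluorescence ratio check between 0.3 and a set limit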;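 note: plate controls were Siah plus tracer with DMSO for no effect and tracer alone without Siah for full effect; strong numbers were not always called active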
LYP inhibition = PTPN22 lymphoid phosphatase activity blockers – biochemical, fluorescence intensity, uHTS (AID 1779); inhibition, % at 11.5 µM; hits with a dose series show IC50 in µM; recombinant LYP phosphatase, fluorescence intensity; higher % means a stronger effect; hit rate 0.054% among 290,000; in the data active = inhibition above about 50%;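 note: plate controls were vehicle with enzyme for no effect and no enzyme for full effect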
NTR1 agonist cell count 20 µM = recorded beside NTR1 agonist, whose call it bears; cell count; measured here: cell count, cytotoxicity flag
Myeloid diff MLP GFP+ MAC1+ % = second read-out of Myeloid diff MLP, no call of its own (marks repeat the call); GFP+ MAC1+ double positive, %; measured here: differentiation confirmed by MAC1 staining
Numbers without * were called inactive; i = inactive; ? = inconclusive; / = not tested or not shown; + = active, no number.

SMILES	MgcRacGAP inhibition	NTR1 agonist	NTR1 agonist cell count 20 µM	GPR55 antagonists	HIV peptide binding	Myeloid diff MLP	Myeloid diff MLP GFP+ MAC1+ %	GPR35 arrestin U2OS	PhoP inhibition	SIAH1 antagonists	LYP inhibition
CCOC(=O)c1cc(NC(=O)c2ccco2)ccc1N1CCOCC1	1%	-0.9	45	13%	1.4%	i	0.3	4%	-5%	3%	-8%
CCCCNC(=O)OC1CCS(=O)(=O)C1 (centres undefined)	8%	-1.6	47	31%	1.4%	i	0.7	11%	42%	2%	-5%
Cc1ccc(C2C(=O)N(C3CCCC3)CC(=O)N2CC2COc3ccccc3O2)cc1 (centres undefined)	5%	1.6	60	12%	-2.4%	i	0.5	0%	-1%	1%	0%
COc1ccc(C(=O)COC(=O)CNC(=O)C2CCCCC2)c(OC)c1	6%	1.1	28	9%	-2.8%	i	1.1	9%	9%	-4%	-9%
Cc1ccc(C)c(NS(=O)(=O)c2ccccc2C)c1	6%	0.7	63	-4%	1.2%	i	0.7	-6%	-5%	0%	-3%
COCC(C)NCc1ccc(OC)c(Br)c1 (centres undefined)	167µM*	-0.7	38	5%	-0.4%	i	0.4	3%	1%	4%	-7%
CCCn1c(SCC(=O)OCC)nc(C(F)(F)F)cc1=O	3%	0.8	77	12%	0.8%	i	0.0	-9%	2%	2%	0%
Oc1ccc2ccccc2c1C=Nc1ccccc1-c1nc2ccccc2[nH]1	4%	8.4	52	9%	-2.1%	i	0.6	-5%	4%	-2%	-7%
COc1ccc(-n2nc(C(=O)NCC(=O)NCCCN3CC(C)CC(C)C3)c3ccccc3c2=O)cc1OC (centres undefined)	5%	0.7	40	12%	-0.8%	i	0.6	1%	-4%	0%	-5%
CC(NC(=O)c1ccco1)C(c1cccs1)N1CCN(c2ccc(F)cc2)CC1 (centres undefined)	1%	1.5	55	-2%	0.4%	i	1.9	9%	2%	-4%	-3%
CCCC(=O)O[C@H]1C[C@@H](C)N(C(=O)c2ccccc2)c2ccc(C)cc21	5%	-0.5	48	-3%	0.3%	i	1.4	15%	-6%	-4%	6%
C/C(=N\NC(=S)Nc1ccc(C)cc1)c1cccc(N)c1	1%	0.4	46	6%	-0.4%	i	0.6	2%	8%	3%	0%
COc1cc2[nH]c(=O)n(CCCCCC(=O)NCCCN3CCOCC3)c(=O)c2cc1OC	1%	0.4	53	10%	0.4%	i	3.1	32%	7%	-3%	-4%
O=C(OCCN1CCOCC1)c1cccs1	9%	-1.4	108	-2%	2.2%	i	1.3	-9%	9%	4%	23%
COc1ccc(C(=O)c2sc3nc(-c4ccccc4)ccc3c2N)cc1	6%	-2.1	84	15%	22%	+	0.3*	23%	-17%	2%	-1%
CC1(C)CC(=O)C2=C(C1)NC(=O)CC2c1cc2c(cc1Br)OCO2 (centres undefined)	12%	-0.9	46	15%	-1.8%	i	1.2	-8%	3%	0%	5%
Cc1ccc(OCC(=O)N2N=C(C(F)(F)F)CC2(O)C(C)(C)C)cc1C (centres undefined)	2%	6.9	71	9%	2.6%	i	0.5	5%	3%	6%	-5%
CCCCn1c(=O)[nH]c(=O)c2c1nc(-c1cc(Br)ccc1OC)n2C	-1%	1.4	47	-5%	1.2%	i	0.6	13%	-2%	6%	-7%
COC(=O)C1=C(C)N=c2s/c(=C/c3cccs3)c(=O)n2C1c1ccc(F)cc1 (centres undefined)	8%	1.2	74	-1%	10%	i	0.0	8%	-4%	24%	0%
CC(=O)c1c(C)[nH]c(C(=O)NCc2ccc(F)cc2)c1C	2%	0.6	46	4%	-0.4%	i	1.3	-4%	0%	0%	3%
Cn1c(-c2cccc(Br)c2)cnc1NCc1ccccc1O	30%	1.1	58	23%	0.2%	i	0.5	2%	5%	0%	-11%
CCOC(=O)C1CCCCN1Cc1ccc(OC)c(OC)c1 (centres undefined)	24%	-1.1	56	10%	1.5%	i	0.3	3%	-12%	1%	0%
CCC1Oc2ccccc2N(CC(=O)NCCN2CCCC2)C1=O (centres undefined)	10%	1.4	43	3%	-1.5%	i	1.7	3%	10%	0%	-13%
COc1ccc(CC2(CO)CCN(Cc3cccc4nccnc34)CC2)cc1	0%	-1.3	78	8%	-1.1%	i	0.8	-3%	8%	3%	-3%
Nc1nc(SCc2ccc(Cl)cc2)ns1	9%	0.3	47	-5%	0.7%	i	0.5	7%	13%	2%	0%
COc1ccc(CNc2nc3ccccc3n2C)c(O)c1	9%	-0.8	52	0%	-1.0%	i	0.4	-5%	21%	9%	-9%
COc1ccc(-c2nc(-c3cccnc3)no2)cc1OC	7%	-0.7	50	8%	-0.2%	i	0.3	4%	-7%	17%	-6%
COc1cc2c(cc1OC)C(C)N(C(=O)CCc1c[nH]c3ccccc13)CC2 (centres undefined)	10%	0.3	83	-14%	-0.3%	i	0.7	-10%	16%	0%	-4%
Cc1occc1-c1nnc(SCC(=O)NC2CCCC2)n1C	5%	2.2	46	21%	1.9%	i	0.4	4%	3%	7%	-11%
O=C(/C=C/c1ccc(OCCCF)cc1)Nc1ccnc(-c2ccncc2)n1	7%	56*	39*	19%	-0.9%	i	0.8	-6%	2%	11%	3%
CCc1ccc(-c2nc(C(N)=O)c3[nH]c(=O)n(-c4ccccc4OC)c3n2)cc1	4%	8.2	53	-53%	-1.8%	?	/	-2%	1%	-2%	-7%
CC1(C)Cc2c(c(N3CCCC3)nc3sc4c(N5CCN(CCO)CC5)ncnc4c23)CO1	13%	2.2	38	9%	0.0%	i	6.3	8%	8%	-3%	11%
CCOC(=O)c1[nH]c2cc3c(cc2c1NC(=O)CN1CC(C)CC(C)C1)OCO3 (centres undefined)	2%	3.9	73	11%	1.3%	i	0.9	20%	-7%	-4%	-2%
CCCCN(C(=O)c1ccccc1F)c1c(N)n(CCC)c(=O)[nH]c1=O	4%	-2.7	58	11%	0.4%	i	0.5	13%	0%	2%	-11%
O=C(Nc1ccccc1F)c1cc2nc(C(F)F)cc(C(F)F)n2n1	3%	-0.7	74	2%	2.5%	i	1.0	0%	-1%	-2%	1%
Cc1ccc(-c2csc(N(CCc3ccccc3)C(=O)COc3ccccc3)n2)cc1	9%	2.6	74	-21%	-0.5%	i	0.9	-1%	-7%	-2%	2%
COc1ccc(-c2cc(C(=O)OCC(=O)NC(C)(C)C)c3ccccc3n2)cc1	9%	7.0	57	14%	0.2%	i	0.3	1%	-7%	-6%	0%
CCCCn1c(CCc2ccccc2)nc2cc3[nH]c(=O)c(C(C)C)nc3cc21	3%	10	85	-15%	8.9%	i	3.8	-4%	-6%	0%	4%
O=C(CNC(=O)c1ccc(Cl)cc1Cl)OCc1nnc(-c2ccccc2)o1	5%	0.4	72	/	/	i	0.4	/	-3%	/	/
O=C(COc1ncnc2ccc(Br)cc12)Nc1ccc(N2CCOCC2)cc1	0%	0.1	85	-1%	3.3%	i	0.4	0%	4%	0%	-1%
CCCCNC(=O)CCCCC(=O)N/N=C/c1ccccc1Cl	8%	-0.9	45	-1%	0.0%	i	0.5	2%	-11%	0%	-5%
CCNC(=O)NC(=O)C(C)OC(=O)CNS(=O)(=O)c1c(Cl)cc(Br)cc1Cl (centres undefined)	3%	1.7	38	18%	26%	i	0.5	3%	-1%	1%	-2%
O=c1ncn(-c2ccccc2F)c2ncccc12	5%	-0.4	77	-14%	-1.4%	i	0.5	-2%	4%	-4%	-5%
CC1(C)CC(=O)c2cc(OCC(=O)NCCCN3CCN(c4ccc(F)cc4)CC3)ccc2O1	-1%	0.1	58	12%	3.4%	i	8.3	10%	-8%	-3%	-1%
CCOC(=O)N1CCN(Cc2cn3ccccc3n2)CC1	19%	-1.4	93	26%	2.5%	i	0.7	8%	5%	3%	-3%
CN1CCN(CC(=O)NC23CC4CC(CC(C4)C2)C3)CC1	12%	4.6	53	-2%	-2.1%	i	0.5	4%	/	4%	-14%
CC1(C)OC(=O)N(c2ccccc2)C12C=Cc1cc(Br)ccc1O2 (centres undefined)	7%	3.6	78	6%	-2.7%	i	1.3	0%	-5%	-6%	4%
Cc1ccc(-n2nnnc2-c2nc3ccccc3s2)cc1	5%	1.5	52	15%	-3.6%	i	0.6	-7%	1%	27%	-9%

As entered above:
PhoP inhibition result of Cc1ccc(-n2nnnc2-c2nc3ccccc3s2)cc1 → 1%
SIAH1 antagonists result of CC1(C)CC(=O)c2cc(OCC(=O)NCCCN3CCN(c4ccc(F)cc4)CC3)ccc2O1 → -3%

New compounds follow
SMILES	MgcRacGAP inhibition	NTR1 agonist	NTR1 agonist cell count 20 µM	GPR55 antagonists	HIV peptide binding	Myeloid diff MLP	Myeloid diff MLP GFP+ MAC1+ %	GPR35 arrestin U2OS	PhoP inhibition	SIAH1 antagonists	LYP inhibition
CC(c1nnc(SCC(=O)N2CC(=O)Nc3ccccc32)n1Cc1ccccc1)N(C)C (centres undefined)	11%	0.7	55	-5%	-1.2%	i	0.6	2%	1%	-1%	-3%
Fc1ccccc1N1CCN(C2CCCN(Cc3cccc(C(F)(F)F)c3)C2)CC1 (centres undefined)	9%	0.2	66	10%	1.2%	i	0.5	0%	-3%	4%	-6%
O=C(CS(=O)(=O)Cc1ccccc1)N1CCN(C(=O)c2ccco2)CC1	4%	5.3	54	-6%	-2.7%	i	2.5	10%	-3%	-3%	-6%
Cc1ccc(Nc2c([N+](=O)[O-])ccc3c2=NC2(CCCCC2)N=3)cc1	6%	9.4	57	2%	-3.4%	i	5.3	15%	0%	1%	0%
Cc1ccc(Cl)cc1NC(=S)N1CCCCCC1	7%	2.1	45	-4%	-1.0%	i	1.2	1%	-6%	4%	-10%
COc1ccc(C)cc1N(CC(=O)Nc1cccnc1)S(=O)(=O)c1ccc(C)cc1	4%	1.3	44	14%	0.6%	i	0.6	6%	-1%	0%	-2%
CC1CN(C(=S)Nc2cccc(Cl)c2Cl)CC(C)O1 (centres undefined)	7%	-0.2	83	17%	-0.9%	i	3.0	2%	-3%	11%	-6%
O=C(NC(c1ccccc1)C(Cl)Cl)c1ccccc1 (centres undefined)	8%	-0.2	66	5%	-2.0%	i	0.1	-13%	-8%	6%	-5%
